Screening data: PubChem, Johns Hopkins Ion Channel Center
RGS4 block – RGS4 inhibitors, primary screen, cell-based, HEK293 M3R inducible RGS4, calcium flux. B-score at 10 µM. 310,000 tested, 0.45% active. Fluo-4 calcium flux; stronger effect = higher value; triggered by carbachol at its EC20;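 active = B-score, a plate-corrected calcium signal, over three deviations above library mean, with baseline fluorescence within five deviations of library mean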;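 note: RGS4 expression induced by doxycycline in cells with stable M3 receptor; B-score is computed from the integrated fluorescence ratio over baseline after carbachol; higher B-score means a larger calcium signal and so more RGS4 inhibition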
Target sequence (P49798 whole entry, looked up): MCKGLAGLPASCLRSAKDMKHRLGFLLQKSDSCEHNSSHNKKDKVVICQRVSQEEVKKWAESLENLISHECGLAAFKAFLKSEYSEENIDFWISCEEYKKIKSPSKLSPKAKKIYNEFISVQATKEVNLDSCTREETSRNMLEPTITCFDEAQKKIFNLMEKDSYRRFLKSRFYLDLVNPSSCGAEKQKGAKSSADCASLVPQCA
KCNK3 block – human KCNK3 channel inhibitors, primary screen, CHO cells, FluxOR thallium flux, B-score; Potassium channel subfamily K member 3 (Homo sapiens), O14649; FluxOR fluorescence; stronger effect = lower value; B-score at 10 µM; 340,000 tested, 0.84% active;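 active = B-score under library mean minus 4 SD, starting fluorescence ratio at most library mean plus 5 SD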;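 note: more negative B-score means stronger inhibition of thallium flux through KCNK3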
ANO1 activ – TMEM16A chloride channel activators or potentiators, primary screen, cell-based, HTS | HEK293 TMEM16A/YFP-H148Q/I152L, iodide quench fluorescence; stronger effect = lower value | B-score at 10 µM | Anoctamin-1 (Mus musculus), Q8BHY3 | AID 623877, 2012 | 340,000 tested, 0.3% active;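 active = fluorescence-ratio B-score plate-corrected deviation score at least 3 library SD below zero, with starting fluorescence score within 5 deviations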;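 note: channel opened by trigger with iodide after compound preincubation; score built on the fluorescence ratio of max minus min over baseline; more negative score means more quench and so TMEM16A activation or potentiation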
Target sequence (Q8BHY3 whole entry, looked up): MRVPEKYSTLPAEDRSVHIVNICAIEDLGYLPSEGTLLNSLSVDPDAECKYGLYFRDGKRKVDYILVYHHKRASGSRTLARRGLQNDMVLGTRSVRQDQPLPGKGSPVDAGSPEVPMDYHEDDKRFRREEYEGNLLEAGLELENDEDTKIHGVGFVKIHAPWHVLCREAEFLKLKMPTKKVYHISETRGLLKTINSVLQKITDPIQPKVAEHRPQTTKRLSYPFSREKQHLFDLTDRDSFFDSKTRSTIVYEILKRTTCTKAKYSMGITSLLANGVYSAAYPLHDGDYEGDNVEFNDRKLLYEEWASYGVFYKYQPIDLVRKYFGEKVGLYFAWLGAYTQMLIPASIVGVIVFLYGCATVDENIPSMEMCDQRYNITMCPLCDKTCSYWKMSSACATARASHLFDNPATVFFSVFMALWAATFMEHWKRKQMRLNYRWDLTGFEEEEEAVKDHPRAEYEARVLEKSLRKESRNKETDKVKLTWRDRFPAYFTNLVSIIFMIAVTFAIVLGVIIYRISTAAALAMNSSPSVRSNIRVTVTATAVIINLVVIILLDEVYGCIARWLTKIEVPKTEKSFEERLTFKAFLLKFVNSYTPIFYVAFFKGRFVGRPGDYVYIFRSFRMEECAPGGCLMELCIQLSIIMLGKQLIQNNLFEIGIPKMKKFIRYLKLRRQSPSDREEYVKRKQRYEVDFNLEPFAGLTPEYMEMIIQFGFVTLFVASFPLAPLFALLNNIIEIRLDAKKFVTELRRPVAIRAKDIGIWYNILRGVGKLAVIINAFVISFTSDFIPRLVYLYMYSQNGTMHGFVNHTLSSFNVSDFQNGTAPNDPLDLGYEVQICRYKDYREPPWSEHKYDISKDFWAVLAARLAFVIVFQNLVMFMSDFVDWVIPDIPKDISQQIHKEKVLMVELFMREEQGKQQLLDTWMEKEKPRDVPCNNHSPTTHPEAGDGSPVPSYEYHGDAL
KCNK9 block – KCNK9 potassium channel inhibitors, primary screen, HEK293 cells, thallium flux; Potassium channel subfamily K member 9 (Homo sapiens), Q9NPC2; FluxOR thallium flux fluorescence; stronger effect = lower value; B-score at 10 µM; 310,000 tested, 1.2% active; AID 488922, 2010;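 active = ratio B-score over 3 SD below the library mean, with starting fluorescence within 5 SD of its mean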;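 note: negative B-score means less thallium flux so channel inhibition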
MrgX1 PAM – positive allosteric modulators of MrgX1, primary screen, HEK293 cells, Fluo-4 calcium flux | Mas-related G-protein coupled receptor member X1 (Homo sapiens), Q96LB2 | 310,000 tested, 0.63% active | FDSS; stronger effect = higher value | B-score at 10 µM | AID 588675, 2011;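 active = plate-corrected calcium response at least 3 library SD above typical, normal starting fluorescence, not activating the receptor alone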;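 note: compound read alongside a low EC10 to EC30 dose of BAM8-22 agonist; peak minus trough fluorescence over baseline measured at the second addition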
RGS4 act – RGS4 potentiators or activators, primary screen, cell-based, HEK293 M3R inducible RGS4, calcium flux | carbachol calcium flux Fluo4; stronger effect = lower value | B-score at 10 µM | 310,000 tested, 0.92% active;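 active = B-score of the integrated calcium signal more than 4 SD below the library mean, with starting fluorescence not abnormally high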;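 note: negative B-score means reduced calcium response which marks RGS4 activation or potentiation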
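Assay system: HEK293 FlpIn-TREx cells, stable M3R, doxycycline-inducible RGS4 / Probe or stimulus: carbachol, ECmax concentration / Times: overnight RGS4 induction, 30 min dye load 37 °C, 20 min compound RT / Signal: kinetic calcium fluorescence imaging with Fluo4-AM dye, 2 µM / Measure: Agonist-evoked peak-minus-minimum fluorescence over baseline, integrated ratio, B score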
hERG rescue – hERG rescue from dofetilide block, primary screen, cell-based, CHO-hERG, FluxOR thallium flux, dofetilide IC70 | Voltage-gated inwardly rectifying potassium channel KCNH2 (Homo sapiens), Q12809 | dofetilide IC70 present | activation (rescue from dofetilide block), less the hit threshold, % at 10 µM | 310,000 tested, 0.51% active | AID 1511, 2009;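 active = activation above the mean of controls blocked by dofetilide plus 5 SD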;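 note: thallium influx through hERG after potassium depolarization seen as dye fluorescence rise; in these data hits start at about 4.7%; inactives centre near -7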
KCNQ1 inh – inhibitors of human KCNQ1 channel, primary screen, cell-based, thallium flux, high-throughput | B-score at 10 µM | AID 2642, 2010 | CHO-K1 KCNQ1, FluxOR thallium flux fluorescence; stronger effect = higher value | Potassium voltage-gated channel subfamily KQT member 1 (Homo sapiens), P51787 | 310,000 tested, 1.3% active;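 active = compounds whose thallium flux B-score, printed positive for inhibition, exceeds three library SD while starting fluorescence stays within three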;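 note: channel opened by potassium depolarization with thallium stimulus after 20 min compound exposure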
MrgX1 agonist – agonists of human MrgX1 receptor, primary screen, HEK293 cells, Fluo-4 calcium flux; Mas-related G-protein coupled receptor member X1 (Homo sapiens), Q96LB2; Fluo-4 calcium fluorescence, agonist mode; stronger effect = higher value; B-score at 10 µM; 310,000 tested, 0.44% active;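 active = calcium response B-score plate-corrected fluorescence ratio at least 3 library SD, with starting fluorescence B-score inside 5 SD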
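System: HEK293 cells stably expressing human MrgX1 receptor; Dosing: test compound in the initial addition of three; Schedule: overnight plating, then 30 min 37 °C plus 30 min room-temperature dye loading; Detection: kinetic calcium dye fluorescence, Fluo-4 NW; Controls: per-plate positive and negative controls for Z′ factor.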
TMEM16A inh – TMEM16A chloride channel inhibitors, primary screen, cell-based, HTS; normalized B-score (activity score, 25-100; higher = stronger inhibition) at 10 µM; Anoctamin-1 (Mus musculus), Q8BHY3; HEK293 TMEM16A/YFP iodide influx fluorescence, ionomycin; 310,000 tested, 1.2% active;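 active = ratio plate-corrected score three or more library SD toward inhibition, starting fluorescence score within five deviations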;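 note: score derived from kinetic fluorescence span divided by baseline fluorescence per well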
KCNQ1 pot – potentiators or activators of KCNQ1 channel, primary screen, cell-based, thallium flux, high-throughput; 310,000 tested, 0.35% active; B-score at 10 µM; CHO-K1 KCNQ1, thallium flux FluxOR fluorescence; stronger effect = higher value; AID 2648, 2010;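 active = fluorescence ratio B-score, a plate-corrected score, at least three library SD, with initial intensity B-score within 5 SD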
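Material: CHO-K1 cells stably expressing KCNQ1. Medium: assay buffer for compound exposure, DMSO matched across wells. Reagent: K+/Tl+ depolarizing stimulus. Compound dosing: single-concentration screen. Times: 37 °C overnight plating, 90-min dark dye load, 20-min compound pretreatment. Technique: FluxOR Tl+ flux fluorescence.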
Starred values were filed as active, the others as inactive.

What do the screens show for `Cc1ccc(Nc2nc(N)nc(CSC(=S)N3CCN(c4ccccc4)CC3)n2)cc1`?
RGS4 block: inactive; KCNK3 block: inactive; ANO1 activ: inactive; KCNK9 block: inactive; MrgX1 PAM: inactive; RGS4 act: inactive; hERG rescue: -9; KCNQ1 inh: inactive; MrgX1 agonist: inactive; TMEM16A inh: inactive; KCNQ1 pot: inactive

How did Cc1ccc(C(=O)NCCOc2ccc(Cl)cc2)cc1 do in these assays?
RGS4 block: inactive; KCNK3 block: inactive; ANO1 activ: inactive; KCNK9 block: inactive; MrgX1 PAM: inactive; RGS4 act: inactive; hERG rescue: -1; KCNQ1 inh: inactive; MrgX1 agonist: inactive; TMEM16A inh: inactive; KCNQ1 pot: inactive

Results for NS(=O)(=O)c1ccc(CCNC(=O)c2ccc(NS(=O)(=O)c3ccc4[nH]c(=O)[nH]c4c3)cc2)cc1 ?
RGS4 block: inactive; KCNK3 block: inactive; ANO1 activ: inactive; KCNK9 block: inactive; MrgX1 PAM: inactive; RGS4 act: inactive; hERG rescue: -8; KCNQ1 inh: inactive; MrgX1 agonist: inactive; TMEM16A inh: inactive; KCNQ1 pot: inactive

Results for CCCCC(=O)NCCc1cc2c(OC)ccc(OC)c2[nH]c1=O ?
RGS4 block: inactive; KCNK3 block: inactive; ANO1 activ: inactive; KCNK9 block: inactive; MrgX1 PAM: inactive; RGS4 act: inactive; hERG rescue: -10; KCNQ1 inh: inactive; MrgX1 agonist: inactive; TMEM16A inh: inactive; KCNQ1 pot: inactive

How did CC(NS(=O)(=O)c1cc2c3c(c1)CCC(=O)N3CCC2)c1ccccc1 (configuration not stated) do in these assays?
RGS4 block: inactive; KCNK3 block: inactive; ANO1 activ: inactive; KCNK9 block: inactive; MrgX1 PAM: inactive; RGS4 act: inactive; hERG rescue: -13; KCNQ1 inh: inactive; MrgX1 agonist: inactive; TMEM16A inh: inactive; KCNQ1 pot: inactive

Results for CC(C)=CCc1c(O)ccc(C(=O)Cc2ccccc2)c1O ?
RGS4 block: inactive; KCNK3 block: inactive; ANO1 activ: inactive; KCNK9 block: inactive; MrgX1 PAM: inactive; RGS4 act: inactive; hERG rescue: -9; KCNQ1 inh: inactive; MrgX1 agonist: inactive; TMEM16A inh: inactive; KCNQ1 pot: inactive

What do the screens show for `CN(C)c1ccc(N=Nc2ccccc2C(=O)OCC(=O)N2CCCCCC2)cc1`?
RGS4 block: inactive; KCNK3 block: inactive; ANO1 activ: inactive; KCNK9 block: inactive; MrgX1 PAM: inactive; RGS4 act: inactive; hERG rescue: -2; KCNQ1 inh: inactive; MrgX1 agonist: inactive; TMEM16A inh: inactive; KCNQ1 pot: inactive

What do the screens show for `Fc1ccccc1Cn1c2[n+](c3ccc(C(F)(F)F)cc31)CCCCC2`?
RGS4 block: inactive; KCNK3 block: inactive; ANO1 activ: inactive; KCNK9 block: inactive; MrgX1 PAM: inactive; RGS4 act: inactive; hERG rescue: -2; KCNQ1 inh: inactive; MrgX1 agonist: inactive; TMEM16A inh: inactive; KCNQ1 pot: inactive

How did COc1ccc(NC(=O)c2cc(-c3ccc(C)cc3O)n[nH]2)c(OC)c1 do in these assays?
RGS4 block: inactive; KCNK3 block: inactive; ANO1 activ: inactive; KCNK9 block: inactive; MrgX1 PAM: inactive; RGS4 act: inactive; hERG rescue: -5; KCNQ1 inh: inactive; MrgX1 agonist: inactive; TMEM16A inh: inactive; KCNQ1 pot: inactive

Results for CCOc1ccc(S(=O)(=O)N2CCN(c3ccc(C)cc3C)CC2)cc1 ?
RGS4 block: inactive; KCNK3 block: inactive; ANO1 activ: inactive; KCNK9 block: inactive; MrgX1 PAM: inactive; RGS4 act: inactive; hERG rescue: -10; KCNQ1 inh: inactive; MrgX1 agonist: inactive; TMEM16A inh: inactive; KCNQ1 pot: inactive

What do the screens show for `Cn1cc(S(=O)(=O)NC(c2ccccc2)c2ccccc2)c(=O)n(C)c1=O`?
RGS4 block: inactive; KCNK3 block: inactive; ANO1 activ: inactive; KCNK9 block: inactive; MrgX1 PAM: inactive; RGS4 act: inactive; hERG rescue: -15; KCNQ1 inh: inactive; MrgX1 agonist: inactive; TMEM16A inh: inactive; KCNQ1 pot: inactive

How did CNCc1ccccc1OCC(=O)Nc1ccccc1 do in these assays?
RGS4 block: inactive; KCNK3 block: inactive; ANO1 activ: inactive; KCNK9 block: inactive; MrgX1 PAM: inactive; RGS4 act: inactive; hERG rescue: -9; KCNQ1 inh: inactive; MrgX1 agonist: inactive; TMEM16A inh: inactive; KCNQ1 pot: inactive

Results for COc1ccc(NC(=O)Cn2nnc(-c3ccccc3NC(=O)c3cccs3)n2)cc1 ?
RGS4 block: inactive; KCNK3 block: inactive; ANO1 activ: inactive; KCNK9 block: inactive; MrgX1 PAM: inactive; RGS4 act: inactive; hERG rescue: -1; KCNQ1 inh: inactive; MrgX1 agonist: inactive; TMEM16A inh: inactive; KCNQ1 pot: inactive

What do the screens show for `CCOc1ccc(/C=C/C2=CC(C)(C)NC(=S)N2)cc1`?
RGS4 block: inactive; KCNK3 block: inactive; ANO1 activ: inactive; KCNK9 block: inactive; MrgX1 PAM: inactive; RGS4 act: inactive; hERG rescue: -20; KCNQ1 inh: inactive; MrgX1 agonist: inactive; TMEM16A inh: inactive; KCNQ1 pot: inactive

How did Cc1ccc2nsnc2c1NC(=O)c1cccnc1Cl do in these assays?
RGS4 block: inactive; KCNK3 block: inactive; ANO1 activ: inactive; KCNK9 block: inactive; MrgX1 PAM: inactive; RGS4 act: inactive; hERG rescue: -10; KCNQ1 inh: inactive; MrgX1 agonist: inactive; TMEM16A inh: inactive; KCNQ1 pot: inactive

What do the screens show for `CC1(C)OC(=O)C(=CNCC(=O)NCC(=O)O)C(=O)O1`?
RGS4 block: inactive; KCNK3 block: inactive; ANO1 activ: inactive; KCNK9 block: inactive; MrgX1 PAM: inactive; RGS4 act: inactive; hERG rescue: 1; KCNQ1 inh: inactive; MrgX1 agonist: inactive; TMEM16A inh: inactive; KCNQ1 pot: inactive

Results for CCOc1ccc(NC(=O)N2CCN(C(=O)c3ccco3)CC2)cc1 ?
RGS4 block: inactive; KCNK3 block: inactive; ANO1 activ: inactive; KCNK9 block: inactive; MrgX1 PAM: inactive; RGS4 act: inactive; hERG rescue: 0; KCNQ1 inh: inactive; MrgX1 agonist: inactive; TMEM16A inh: inactive; KCNQ1 pot: inactive

Results for CCOC(=O)C(=O)/C(C#N)=C/Nc1ccc(Cl)cc1 ?
RGS4 block: inactive; KCNK3 block: inactive; ANO1 activ: inactive; KCNK9 block: inactive; MrgX1 PAM: inactive; RGS4 act: inactive; hERG rescue: -4; KCNQ1 inh: inactive; MrgX1 agonist: inactive; TMEM16A inh: inactive; KCNQ1 pot: inactive

How did CC(=O)c1ccc2c(c1)N(CCCN1CCC(CCO)CC1)c1ccccc1S2 do in these assays?
KCNK3 block: inactive; ANO1 activ: inactive; MrgX1 PAM: inactive; MrgX1 agonist: inactive; TMEM16A inh: inactive

What do the screens show for `O=C(COC(=O)c1ccco1)c1ccccc1`?
RGS4 block: inactive; KCNK3 block: inactive; ANO1 activ: inactive; KCNK9 block: inactive; MrgX1 PAM: inactive; RGS4 act: inactive; hERG rescue: -7; KCNQ1 inh: inactive; MrgX1 agonist: inactive; TMEM16A inh: inactive; KCNQ1 pot: inactive

What do the screens show for `CC(C)=C(NC(=O)c1ccccc1)C(=O)N/N=C/c1ccc(O)cc1`?
RGS4 block: inactive; KCNK3 block: inactive; ANO1 activ: inactive; KCNK9 block: inactive; MrgX1 PAM: inactive; RGS4 act: inactive; hERG rescue: -10; KCNQ1 inh: inactive; MrgX1 agonist: inactive; TMEM16A inh: inactive; KCNQ1 pot: inactive

How did O=C(CCN1C(=O)c2ccccc2C1=O)Nc1ccccc1C(F)(F)F do in these assays?
RGS4 block: inactive; KCNK3 block: inactive; ANO1 activ: inactive; KCNK9 block: inactive; MrgX1 PAM: inactive; RGS4 act: inactive; hERG rescue: -5; KCNQ1 inh: inactive; MrgX1 agonist: inactive; TMEM16A inh: inactive; KCNQ1 pot: inactive

What do the screens show for `CCN(CC)C(=O)c1cnn(-c2ccccc2)c1NC(=O)c1ccccc1F`?
RGS4 block: inactive; KCNK3 block: inactive; ANO1 activ: inactive; KCNK9 block: inactive; MrgX1 PAM: inactive; RGS4 act: inactive; hERG rescue: -5; KCNQ1 inh: inactive; MrgX1 agonist: inactive; TMEM16A inh: inactive; KCNQ1 pot: inactive

What do the screens show for `Cn1c(SCC(=O)NCc2ccc(F)cc2)ncc(C(=O)Nc2ccccc2)c1=O`?
RGS4 block: inactive; KCNK3 block: inactive; ANO1 activ: inactive; KCNK9 block: inactive; MrgX1 PAM: inactive; RGS4 act: inactive; hERG rescue: -6; KCNQ1 inh: inactive; MrgX1 agonist: inactive; TMEM16A inh: inactive; KCNQ1 pot: inactive

Results for COc1ccc(C(=O)Nc2ccc3c(c2)OCCO3)cc1[N+](=O)[O-] ?
RGS4 block: inactive; KCNK3 block: inactive; ANO1 activ: inactive; KCNK9 block: inactive; MrgX1 PAM: inactive; RGS4 act: inactive; hERG rescue: -4; KCNQ1 inh: inactive; MrgX1 agonist: inactive; TMEM16A inh: inactive; KCNQ1 pot: inactive

How did CCOC(=O)Cc1csc(NC(=S)NC(=O)C(C)(C)C)n1 do in these assays?
RGS4 block: inactive; KCNK3 block: inactive; ANO1 activ: inactive; KCNK9 block: inactive; MrgX1 PAM: inactive; RGS4 act: inactive; hERG rescue: -1; KCNQ1 inh: inactive; MrgX1 agonist: inactive; TMEM16A inh: inactive; KCNQ1 pot: inactive
